Screens deposited in PubChem BioAssay by National Center for Advancing Translational Sciences (NCATS).
GAA inh – inhibitors of human lysosomal alpha-glucosidase | hit rate 0.005% among 200,000 | purified human GAA, 4-MU-alpha-glucoside fluorescence | AID 1466 | Potency, µM (titrated, usually from 76.9 µM), for the others: top-dose activity change, negative = inhibition, most hits filed as inhibitors | P10253;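 also: plate controls were uninhibited enzyme wells for no effect and no-enzyme background for full effect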
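Human alpha-glucosidase, 4 nM, pre-mixed with test compounds before 400 uM 4-methylumbelliferyl substrate; 20 min room temperature at pH 5.0. Fluorescence read after pH 10 stop; AC50 values from Hill-equation fits.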
GoLoco inh red – inhibitors of human Gai1-RGS12 GoLoco interaction (red fluorophore); AID 880; Gai1:RGS12 GoLoco peptide FP, rhodamine, 10 min; P63096; hit rate 0.44% among 230,000; Potency, µM (titrated, usually from 61.6 µM), inactives show at the highest dose activity, negative = inhibition, actives largely listed as inhibitors; active = well fitted inhibition curve with a large enough effect, not every such curve was filed as active; inactive = no such curve, though single readings can be large or run the other way; also: nearly all actives have a fitted effect of over 30% in size; many of its hits are not listed in these tables
Target sequence (P63096 whole entry, looked up): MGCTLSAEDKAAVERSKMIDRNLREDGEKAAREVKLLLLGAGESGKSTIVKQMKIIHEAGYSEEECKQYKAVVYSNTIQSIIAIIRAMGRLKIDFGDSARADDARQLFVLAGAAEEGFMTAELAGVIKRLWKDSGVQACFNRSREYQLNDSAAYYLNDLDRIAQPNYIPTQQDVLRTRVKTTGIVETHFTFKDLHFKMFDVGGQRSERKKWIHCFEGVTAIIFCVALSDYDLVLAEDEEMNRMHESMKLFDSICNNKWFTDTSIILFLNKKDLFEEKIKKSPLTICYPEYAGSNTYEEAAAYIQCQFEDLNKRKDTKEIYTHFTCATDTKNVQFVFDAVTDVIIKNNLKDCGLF
RECQ1 inh – blocks DNA unwinding by human RECQ1. P46063. RECQ1 DNA unwinding, red fluorescence kinetic read. Potency, µM (series often up to 57.3 µM), for the others: at the top dose activity, negative = inhibition, actives largely listed as inhibitors. hit rate 0.54% among 240,000;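 also: plate controls were vehicle for no effect and no enzyme for full effect; nearly all actives have a fitted effect of over 30% in size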
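50 nM RECQ1T1 preincubated 15 min with compound in Tris pH 8.0 buffer with MgCl2, DTT, Tween-20 and 2.5 ug/ml poly(dI-dC); started with 200 nM TAMRA/BHQ-2 forked duplex and 2 mM ATP. Unwinding read as fluorescence (525/598 nm), two reads 2 h apart.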
L3MBTL1 block – L3MBTL1 (human) inhibition | Q9Y468 | AlphaScreen L3MBTL1–H3K9me1 peptide binding | Potency, µM (doses to about 57.1 µM), inactives show at the highest dose activity, negative = inhibition, usual class: inhibitors | hit rate 0.66% among 230,000 | AID 485360; also: nearly all actives have a fitted effect of over 60% in size
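AlphaScreen assay: L3MBTL1 (50 nM final) was preincubated 30 min at room temperature with biotinylated H3(1-15)K9me1 peptide (75 nM final), then 30 min with library compounds; streptavidin donor and nickel chelate acceptor beads (10 ug/mL final) added, 30 min dark.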
GAA glycogen mod – GAA glycogen-cleavage inhibition or activation | hit rate 0.38% among 300,000 | Potency, µM (top dose mostly 76.4 µM), for inactives: at the top dose activity change, negative = inhibition, usual class: inhibitors | recombinant GAA, glycogen substrate, Amplex Red glucose oxidase fluorescence;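 also: 0% = full enzyme reaction and -100% = no-enzyme basal signal; the screen sought inhibitors and activators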
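Recombinant human alpha-glucosidase (4 nM final) hydrolysed bovine liver glycogen (30 ug) for 40 min at 37 C in pH 5.0 citrate/phosphate with 0.01% Tween-20. Released glucose detected by glucose oxidase/Amplex Red, Ex 573/Em 610 nm. Compounds up to 77 uM; AC50 from Hill fits.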
GAA spleen mod – lysosomal alpha-glucosidase (human) modulation; human spleen homogenate, 4-MU-alpha-glucoside fluorescence; Potency, µM (top dose mostly 79.9 µM), inactives show at the highest dose activity change, negative = inhibition, most hits filed as inhibitors; hit rate 0.006% among 240,000;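 also: 0% = enzyme with vehicle and -100% = no enzyme basal signal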
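Enzyme source: human spleen homogenate, 1 ug/well. Buffer 50 mM citric acid/K phosphate pH 5.0, 0.01% Tween-20. 4-MU-alpha-glucoside 1 mM; 37 C x 40 min; NaOH/glycine stop; fluorescence.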
TRb-SRC2 inh – inhibitors of human thyroid hormone receptor beta-SRC2 interaction. P10828. TRbeta-SRC2 peptide binding, fluorescence polarization; receptor liganded with 1 µM T3. Potency, µM (highest dose often 106 µM), for the others: at the top dose activity change, negative = inhibition, hits mostly inhibitors. hit rate 0.065% among 280,000;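 also: plate controls were bound peptide for no effect and peptide without receptor for full effect; nearly all actives have a fitted effect of over 50% in size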
Target sequence (P10828 whole entry, looked up): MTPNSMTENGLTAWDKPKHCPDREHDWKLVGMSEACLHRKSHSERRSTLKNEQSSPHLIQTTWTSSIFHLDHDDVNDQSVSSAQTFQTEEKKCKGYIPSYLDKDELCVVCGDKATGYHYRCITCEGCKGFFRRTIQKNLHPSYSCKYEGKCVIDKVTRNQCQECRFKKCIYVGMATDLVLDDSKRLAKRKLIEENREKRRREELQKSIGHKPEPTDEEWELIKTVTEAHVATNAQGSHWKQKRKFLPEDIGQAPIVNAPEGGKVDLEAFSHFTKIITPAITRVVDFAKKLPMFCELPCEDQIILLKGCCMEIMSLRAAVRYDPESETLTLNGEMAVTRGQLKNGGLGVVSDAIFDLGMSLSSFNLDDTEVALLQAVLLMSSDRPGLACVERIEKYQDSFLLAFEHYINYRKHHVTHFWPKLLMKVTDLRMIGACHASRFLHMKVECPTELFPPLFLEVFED
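TRb LBD 0.6 uM + Texas Red SRC2 peptide 20 nM, 1 uM T3, Tris buffer w/ 5% DMSO; compound pinned, 5 h RT; FP read ex 555/em 632; normalized to unbound and bound controls.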
TR SRC2 fluor cs – alters Texas Red total fluorescence, flagging assay interference; Potency, µM (highest dose often 106 µM), inactives show top-dose fluorescence change, negative = quenching; hit rate 0.29% among 280,000; TRb/SRC2 Texas Red total fluorescence interference; active = well fitted curve in either direction with a large enough effect; inconclusive = small, poorly fitted or top-dose-only effect
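Human TRb ligand-binding domain at 0.6 uM with 20 nM Texas Red SRC2 peptide in Tris buffer containing 1 uM T3 and 5% DMSO, incubated with compound 5 h at ambient temperature. Total fluorescence (555/632 nm) calculated as parallel + 2 × perpendicular.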
An asterisk follows results filed as active; i = inactive; u = inconclusive; x = not tested or not shown; & = joins results of further samples; [ ] = remark or other dose. Unless noted, calls follow the shape of the dose curve; as a rule, active = well fitted curve in the direction sought with a large enough effect; inconclusive = small, poorly fitted or top-dose-only effect, or another doubt; inactive = no such curve, though single readings can be large; an effect the other way counts as inactive or inconclusive. Unless noted, % is scaled to controls: 0 for no effect and ±100 for the full control effect; potency is read from the fitted curve at half-maximal effect. Some of the compounds tested; count on the stated rates, not on these rows.

Screens by letter: A = GAA inh; B = GoLoco inh red; C = RECQ1 inh; D = L3MBTL1 block; E = GAA glycogen mod; F = GAA spleen mod; G = TRb-SRC2 inh; H = TR SRC2 fluor cs
> CCN(CC(=O)NC(C)(C)C)C(=O)COc1c(Cl)cc(Cl)c2ccc(C)nc12
  A: -1%[15.4 µM] | B: 5% | C: 1% | D: -6% | E: 6% | F: -1% | G: 5% | H: -1%

> O=C(NNc1ncnc2c1cnn2-c1ccccc1)c1ccco1
  A: -8% | B: 2% | C: -5% | D: x | E: -20% | F: 4% | G: 0% | H: -2%

> S=C(NCCc1c[nH]c2ccccc12)NC1CCCCC1
  A: 4% | B: 38% | C: 7% | D: x | E: -10% | F: -21% | G: -5% | H: -1%

> O=C(/C=C/c1ccccc1Cl)N(Cc1cccs1)C1CCS(=O)(=O)C1 (stereo not drawn)
  A: x | B: -3% | C: 2% | D: 6% | E: -10% | F: 1% | G: -4% | H: -2%

> N#C/C(=C/c1ccc(F)cc1)c1nnc(NC(=O)c2ccccc2)s1
  A: x | B: 16% | C: -5% | D: x | E: 6% | F: 4% | G: 3% | H: -4%

> CCCNC(=O)CC(NS(=O)(=O)c1ccc(OC)cc1)c1ccco1 (stereo not drawn)
  A: -3% | B: 1% | C: -13% | D: x | E: 6% | F: -4% | G: 0% | H: -5%

> Cc1onc(-c2ccccc2)c1CNC(=O)Nc1ccccc1
  A: 8% | B: 5% | C: -4% | D: 2% | E: 4% | F: -5% | G: -3% | H: -2%

> C=CCO/N=C(/CCC)C1=C(N)CC(C)(C)CC1=O
  A: 2% | B: 7% | C: i | D: 11% | E: -6% | F: 6% | G: -2% | H: -3%

> CCOC(=O)c1c(NC(=O)/C=C/c2ccc3c(c2)OCO3)sc(C)c1CC
  A: u | B: 8% | C: i | D: 13% | E: -5% | F: -2% | G: -4% | H: 2%

> CC(=O)c1ccccn1
  A: x | B: 2% | C: -15% | D: 8% | E: x | F: 2% | G: 5% | H: 0%

> COc1cccc(C2=NOC(C(=O)Nc3cc(C)on3)C2)c1 (stereo not drawn)
  A: x | B: 9% | C: -9% | D: x | E: 13% | F: 5% | G: 4% | H: -5%

> Cc1ccc(C)c(N(CC(=O)NC2CCCC2)C(=O)CCCC(=O)Nc2ccccn2)c1
  A: 0% | B: 3% | C: -7% | D: -2% | E: -4% | F: -4% | G: -5% | H: 0%

> O=C(Cc1sc(-c2ccccc2)nc1-c1ccccc1)Nc1ccccc1
  A: -3% | B: 10% | C: -11% | D: x | E: 0% | F: 3% | G: -12% | H: -2%

> CC1CC(=O)c2cnc(Nc3ccccc3)nc2C1 (stereo not drawn)
  A: 6% | B: 5% | C: -6% | D: x | E: 8% | F: 9% | G: -14% | H: -3%

> NC(=O)c1ccc(Cl)c2ccccc12
  A: -5% | B: 11% | C: -1% | D: 1% | E: 2% | F: -2% | G: -8% | H: -1%

> CCOC(=O)C1=NN(c2ccccc2)C2(S1)SC(C(C)=O)=C(C)N2c1ccccc1 (stereo not drawn)
  A: 0% | B: 14% | C: i | D: x | E: -19% | F: 0% | G: -5% | H: 3%

> Cc1ccc(C)c(-c2cc(C(=O)Nc3cccc(C(=O)O)c3)c3ccccc3n2)c1
  A: -1% | B: 4% | C: 17% | D: -2% | E: 10% | F: -13% | G: -9% | H: -4%

> CC(=O)Nc1ccc(-n2cc(-c3ccccc3)[nH]c2=S)cc1
  A: -1% | B: -6% | C: -7% | D: -6% | E: -3% | F: 6% | G: -8% | H: -3%

> Cc1nn(-c2c(Cl)cc(Cl)cc2Cl)c(=O)c2ccccc12
  A: -7% | B: -67% | C: 7% | D: x | E: 13% | F: 1% | G: 9% | H: 3%

> O=C1c2ccccc2NC(c2cccs2)N1NS(=O)(=O)c1ccccc1 (stereo not drawn)
  A: -2% | B: -2% | C: -7% | D: x | E: 6% | F: 9% | G: 7% | H: -1%

> COCC(=O)N1CCCC(C(=O)c2ccc(Oc3ccccc3)cc2)C1 (stereo not drawn)
  A: u | B: 11% | C: 15% | D: -5% | E: 1% | F: -15% | G: 4%[53 µM] | H: -3%[53 µM]

> CCn1c(SCC(=O)Nc2cc(C)on2)nnc1-c1ccccc1
  A: -3% | B: -6% | C: 10% | D: 3% | E: -1% | F: -2% | G: 0% | H: -1%

> Cc1ccc(S(=O)(=O)NCCC(=O)OCC(=O)Nc2ccccc2Cl)cc1
  A: -2% | B: 5% | C: -5% | D: 3% | E: -3% | F: -8% | G: -1% | H: 0%

> COc1cccc(Cn2c(C3CC3)nc3ccc(NC(=O)c4ccco4)cc3c2=O)c1
  A: -2% | B: 9% | C: -8% | D: x | E: -9% | F: 3% | G: 6% | H: -9%

> CN(C)S(=O)(=O)c1cccc(NC(=O)c2cnccn2)c1
  A: 7% | B: -21% | C: i | D: 8% | E: 10% | F: -5% | G: -5% | H: 3%

Sorted by number of heavy atoms (falling): 3 of the compounds above
Screens by letter: A = GAA inh; B = GoLoco inh red; C = RECQ1 inh; D = L3MBTL1 block; E = GAA glycogen mod; F = GAA spleen mod; G = TRb-SRC2 inh; H = TR SRC2 fluor cs
> COc1cccc(Cn2c(C3CC3)nc3ccc(NC(=O)c4ccco4)cc3c2=O)c1
  A: -2% | B: 9% | C: -8% | D: x | E: -9% | F: 3% | G: 6% | H: -9%

> CCN(CC(=O)NC(C)(C)C)C(=O)COc1c(Cl)cc(Cl)c2ccc(C)nc12
  A: -1%[15.4 µM] | B: 5% | C: 1% | D: -6% | E: 6% | F: -1% | G: 5% | H: -1%

> Cc1ccc(S(=O)(=O)NCCC(=O)OCC(=O)Nc2ccccc2Cl)cc1
  A: -2% | B: 5% | C: -5% | D: 3% | E: -3% | F: -8% | G: -1% | H: 0%

(list continues)
Screens by letter: A = GAA inh; B = GoLoco inh red; C = RECQ1 inh; D = L3MBTL1 block; E = GAA glycogen mod; F = GAA spleen mod; G = TRb-SRC2 inh; H = TR SRC2 fluor cs
> O=C(Nc1nccs1)c1c(O)c2cccc3c2n(c1=O)CCC3
  A: 1% | B: x | C: -4% | D: 4% | E: 8% | F: -11% | G: 0% | H: 2%

> Cc1cccc(NC(=O)CCn2cnnn2)c1
  A: -1% | B: 2% | C: i | D: x | E: 2% | F: 5% | G: -5%&-8% | H: u

> Cc1nnc(SCc2nnc(-c3cccs3)o2)n1C
  A: -1% | B: -5% | C: -3% | D: x | E: 15% | F: -6% | G: -1% | H: -1%

> Cc1ccc2[nH]c(-c3ccccc3)c(CN(C)C)c(=O)c2c1
  A: -9% | B: -31% | C: -9% | D: -22% | E: 14% | F: 1% | G: 1% | H: 0%

> Cn1c(C(O)c2ccc(Br)cc2)nc(Cl)c1Cl (stereo not drawn)
  A: x | B: 3% | C: -7% | D: -19% | E: -7% | F: 2% | G: 2% | H: -3%

> Cc1ccc(S(=O)(=O)Nc2cc(C)c(O)cc2C)cc1
  A: 4% | B: -2% | C: i | D: 1% | E: 3.5µM* | F: 3% | G: -11% | H: -1%

> Cn1c(=O)oc2cc(S(=O)(=O)NC(Cc3ccccc3)C(=O)N3CCCCC3)ccc21 (stereo not drawn)
  A: 4%[15.4 µM] | B: 15% | C: -4% | D: 2% | E: 5% | F: -4% | G: 4% | H: -2%

> Cc1ccc(C2=NN(C(=O)CCl)C(c3cccs3)C2)o1 (stereo not drawn)
  A: 0% | B: x | C: -7% | D: 16% | E: -6% | F: -4% | G: -4% | H: 5%

> Cc1cccc(C(=O)Oc2ccccc2C2C[C@]3(C)CC(=O)NC3N2C(=O)c2cccc(C)c2)c1 (stereo partly drawn)
  A: -12% | B: 1% | C: -9% | D: x | E: 2% | F: -8% | G: 5% | H: -3%

> COc1cccc(CC(NC(C)=O)C(=O)NC2CCN(S(=O)(=O)c3ccc4ccccc4c3)CC2)c1 (stereo not drawn)
  A: -13% | B: 6% | C: -1% | D: x | E: 3% | F: -9% | G: -2% | H: -1%

> CCCC(=O)n1nc(-c2ccccc2)nc1SC
  A: -4% | B: 5% | C: i | D: 10% | E: -7% | F: 1% | G: -4% | H: -1%

> CCC(C)[C@H](N)c1cn([C@@H](CCCCN)C(=O)N2CCNCC2)nn1 (stereo partly drawn)
  A: x | B: 1% | C: i | D: 2% | E: -4% | F: -2% | G: 0% | H: -1%

> O=C1NC2(CCc3ccccc32)C(=O)N1CCOc1ccc(Cl)cc1 (stereo not drawn)
  A: -3% | B: -8% | C: i | D: x | E: -3% | F: 1% | G: -4% | H: -1%

> CCCCc1cc(=O)oc2cc(C)cc(OC(C)C(=O)O)c12 (stereo not drawn)
  A: 3% | B: 3% | C: 0% | D: 8% | E: 2% | F: -2% | G: -1% | H: -3%

> CCOC(=O)c1cnc(SC2CC(=O)N(c3ccc(C)cc3)C2=O)nc1N (stereo not drawn)
  A: -1% | B: 2% | C: i | D: x | E: 6% | F: -5% | G: -1% | H: 0%

> Cc1ccccc1C(=O)N1CCC(C(=O)Nc2cccc(F)c2)CC1
  A: 2% | B: 11% | C: -2% | D: 3% | E: -1% | F: -4% | G: 7% | H: 0%

> COc1cc(C#N)ccc1OCC(=O)Nc1cccc(S(=O)(=O)N2CCCC2)c1
  A: -5% | B: 132%[activator] | C: -10% | D: -19% | E: -4% | F: -3% | G: 7% | H: 4%

> CCOC(=O)c1cc2cc(F)ccc2nc1C
  A: -8% | B: -2% | C: 0% | D: 6% | E: 2% | F: 2% | G: 3% | H: 3%

> COc1ccccc1N1CCN(CC(=O)Nc2ccc3c(c2)OCCO3)CC1
  A: -5% | B: -2% | C: -12% | D: 34% | E: -3% | F: 5% | G: -10% | H: 1%

> COc1ccc(-c2c3c(=O)n(C)c(=O)n(C)c3cn2-c2ccccc2)cc1
  A: 0% | B: -5% | C: -12% | D: -4% | E: -13% | F: -8% | G: -4% | H: 2%

> CCOC(=O)C1=C(CC)Nc2ccccc2N=C1NC(=O)c1oc2ccccc2c1C
  A: -9% | B: -9% | C: -12% | D: x | E: -12% | F: 0% | G: -5% | H: 2%

> C(#Cc1ccccc1)CN1CCOCC1
  A: 3% | B: -9% | C: -2% | D: x | E: 8% | F: -3% | G: -5% | H: -2%
